# High-throughput results from PubChem.
# OPRM1-OPRD1 ag: OPRM1-OPRD1 heterodimerization agonism; cells, luminescence; activation, % at 9.3 µM; hit rate 0.3% among 340,000; AID 504326; in the data active = activation above about 18%;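 note: 0% = vehicle-treated cells and 100% = reference agonist; values of inactives mirror those of a sister screen read the other way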
# Target sequence (P35372 whole entry, looked up): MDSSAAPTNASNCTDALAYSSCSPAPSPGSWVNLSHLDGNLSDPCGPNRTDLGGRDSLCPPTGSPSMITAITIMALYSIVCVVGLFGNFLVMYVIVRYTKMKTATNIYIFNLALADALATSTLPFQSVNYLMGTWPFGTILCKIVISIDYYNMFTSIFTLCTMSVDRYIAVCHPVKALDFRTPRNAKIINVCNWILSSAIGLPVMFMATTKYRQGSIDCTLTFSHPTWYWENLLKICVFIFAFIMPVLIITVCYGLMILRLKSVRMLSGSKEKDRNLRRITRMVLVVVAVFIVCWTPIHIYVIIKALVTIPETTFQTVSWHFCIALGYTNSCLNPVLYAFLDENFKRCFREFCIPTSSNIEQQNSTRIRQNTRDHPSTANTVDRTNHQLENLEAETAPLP
# Target sequence (P41143 whole entry, looked up): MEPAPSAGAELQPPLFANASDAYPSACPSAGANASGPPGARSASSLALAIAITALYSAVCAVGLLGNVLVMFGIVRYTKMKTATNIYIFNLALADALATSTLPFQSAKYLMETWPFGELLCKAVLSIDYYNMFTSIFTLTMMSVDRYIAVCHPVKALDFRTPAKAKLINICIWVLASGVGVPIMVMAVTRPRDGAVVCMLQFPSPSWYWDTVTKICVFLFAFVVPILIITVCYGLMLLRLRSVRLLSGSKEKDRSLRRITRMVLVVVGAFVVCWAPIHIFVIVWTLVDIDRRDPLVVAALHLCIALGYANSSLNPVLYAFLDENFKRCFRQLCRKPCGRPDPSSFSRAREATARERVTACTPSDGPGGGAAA
# MOR-DOR inv ag: mu-delta opioid heterodimer inverse agonism; inhibition, % at 9.3 µM; hit rate 0.21% among 340,000; cell-based MOR-DOR heterodimer luminescence; AID 504357; in the data active = inhibition above about 22%, passing the limit was not always enough;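 note: 0% = cells with DMSO and 100% = wells without cells with DMSO; values of inactives mirror those of a sister screen read the other way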
# Wnt bcat act: activators of Wnt/beta-catenin signaling; Wnt/beta-catenin reporter cell assay, activator, plate reader; activation, % at 9.35 µM; AID 743398; hit rate 1.2% among 300,000; in the data active = activation above about 30%, passing the limit was not always enough;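 note: 0% = neutral control wells and 100% = positive control wells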
# LANA DNA inh: KSHV C-LANA DNA binding inhibition. MBP-C-LANA/FAM-LBS DNA binding, fluorescence polarization. inhibition, % at 9 µM. hit rate 0.078% among 340,000. AID 504423;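 active = highest replicate inhibition at or above 60% at 9 µM, even if other replicates fall short; inactive = all replicates below 60% inhibition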;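 note: 0% = neutral control wells and 100% = 4 µM acridine orange control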
# Arrestin-AP2 inh: blocks beta-arrestin peptide binding to AP2 adaptin; inhibition, % at 10 µM; AID 504490; FITC-arrestin peptide / GST-AP2 beads, flow cytometry; AP2 beta2 appendage carries R879A mutation; hit rate 0.31% among 340,000;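 active = inhibition above a set limit, near 3 SD of compounds lacking own fluorescence, cut at about 54% in these data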;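 note: plate controls were DMSO wells for no effect and 5 µM unlabelled arrestin peptide for full effect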
#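 System: GST-tagged AP2 beta2-adaptin appendage (R879A) on 4 µm glutathione beads / Reagent: FITC-arrestin peptide, 50 nM / Detection: HyperCyt-sampled flow cytometry, FL1 channel, ex 488/em 535 nm / Timing: 12 min plus 1 h, RT / Buffer or medium: PBS plus Tween 20 (0.05%) and BSA (0.1%)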
# Pemphigus Ab inh: blocks pemphigus antibody binding to human desmoglein-3; binding (percent of control), % at 10 µM; hit rate 0.48% among 310,000; DSG3-coupled beads, scFv-anti-DSG3-GFP binding, flow cytometry; hits give low values; P32926;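 active = binding more than 3 SD below its plate's average and above zero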;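 note: hits lower antibody fragment binding to DSG3; some compounds called inactive have numbers as strong as hits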
# Keap1 Nrf2 FP: Keap1-Nrf2 (human) interaction inhibition. Q14145. Keap1 Kelch-Nrf2 peptide fluorescence polarization, 1536-well. inhibition, % at 9.4 µM. hit rate 0.15% among 340,000. AID 504523; in the data active = inhibition above about 12%;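 note: human Keap1 Kelch domain with fluorescein labeled Nrf2 9mer peptide probe; 0% = neutral control wells and 100% = peptide positive control; higher means more block of Keap1 binding to Nrf2 peptide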
# Cardiac RTF inh: cardiac RTF calcium desensitization; inhibition, % at 7.15 µM; hit rate 0.12% among 340,000; IANBD-labeled cardiac RTF, Ca2+ fluorescence; P19429+P45379;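 active = inhibition above the mean inhibition of all tested compounds plus 3 SD, cut at about 17% in these data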;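 note: assay run at fixed EC70 calcium of 1.6 mM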
# RTF Ca sens act: cardiac RTF calcium sensitization; P19429+P45379; IANBD-labeled TnC RTF fluorescence at EC20 calcium; 0% EC20 calcium, 100% full calcium; activation, % at 7.2 µM; hit rate 0.24% among 340,000;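 active = activation above the mean over all tested compounds plus 3 SD, cut at about 30% in these data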;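 note: rise in fluorescence read as greater calcium sensitivity of cardiac thin filaments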
# V-ATPase pH: alters yeast V-ATPase proton transport; S. cerevisiae, pHLuorin cytosolic pH fluorescence; response, % at 10 µM; hit rate 0.37% among 350,000; in the data active = response mostly above about 7.3%, no sharp cut-off; inactive = mostly below about 5.4%; note: actives read high; inactives centre near 0; some compounds called inactive have numbers as strong as hits; reference of the scale not given here
# Starred values were filed as active, the others as inactive; . = no result given.
SMILES,OPRM1-OPRD1 ag,MOR-DOR inv ag,Wnt bcat act,LANA DNA inh,Arrestin-AP2 inh,Pemphigus Ab inh,Keap1 Nrf2 FP,Cardiac RTF inh,RTF Ca sens act,V-ATPase pH
Cc1ccsc1C(=O)OCC(=O)c1cc2ccccc2o1,-1.8,10.1,.,0.3,2.7,96.7,-6.4,4.6,0.7,3.3
CCOc1ccccc1NC(=O)CSc1ccc([N+](=O)[O-])cc1,-1.3,6.7,1.0,-0.6,51.9,102.8,2.3,7.0,-2.7,-0.4
O=C(Nc1ccc2c(c1)OCO2)c1ccc(Cl)cc1Cl,-1.5,10.1,6.3,0.6,-11.1,102.2,1.2,-2.6,-3.4,-0.9
O=C(Nc1ccc(F)cc1F)C1CC(=O)N(Cc2ccccc2)C1 (centres undefined),-1.6,6.5,-2.9,0.4,32.8,111.5,-1.9,1.9,-0.9,0.6
CNc1nnc(-c2ccco2)s1,-4.8,23.6,6.9,-0.9,11.9,.,-0.8,0.7,-2.1,-1.4
COc1ccc(NC(=O)COC(=O)CCCc2c[nH]c3ccccc23)cc1,-2.4,12.2,.,0.2,-10.0,101.2,-3.5,-1.5,1.2,1.0
COc1ccc(NCc2nnc(SCC(=O)c3ccc(OC)cc3)o2)cc1,0.8,-4.1,.,-0.9,-2.1,99.4,2.7,-4.5,-3.9,10.4
COC(=O)c1sc(NC(=O)CSc2nc3cccnc3n2C)nc1C,-1.4,8.6,4.2,1.9,-13.9,.,0.0,7.8,-8.0,-3.1
O=C(Nc1cccc(S(=O)(=O)Nc2ccc(Cl)cc2)c1)c1ccccn1,0.4,-1.7,-1.3,0.1,5.9,98.1,-3.3,-1.9,1.4,2.3
CC(OC(=O)c1ccc2c(=O)n3c(nc2c1)CCCCC3)C(=O)Nc1ccc(F)cc1Cl (centres undefined),-0.1,0.2,.,-1.0,-12.8,.,1.2,6.1,6.7,-1.3
O=C(c1ccc(CN2CCc3ccccc3C2)cc1)N1CCCCC1,0.5,-2.5,.,-1.7,1.3,113.2,-2.7,-5.2,1.1,2.0
Cc1csc2nc(CNS(=O)(=O)c3ccc4c(c3)CCCC4)cn12,0.5,-2.7,-3.6,-2.0,11.6,115.7,1.5,-9.7,7.3,-1.5
Cc1nc2cc(O)ccc2n1C,-2.2,14.0,-2.7,-2.4,11.0,.,2.1,1.1,-8.9,-1.1
O=S1(=O)CCN2C(=N1)SC1=C2CCN(Cc2ccccc2)C1,-0.3,1.4,.,-1.2,-4.7,98.4,1.0,-7.2,-6.0,1.6
Cc1nn(C)c(C(=O)NNC(=S)NCc2ccco2)c1Cl,-2.6,16.0,.,2.8,-7.5,.,-6.6,-7.5,-4.0,6.6
Nc1ccc(CCc2ccccn2)cc1,0.4,-1.8,3.5,0.1,2.8,97.4,-8.5,-9.2,-0.3,1.8
CCNC(=S)NNc1ccccc1,.,.,6.8,1.7,-3.8,102.4,-4.4,.,.,2.9
COc1ccc2nc(SCC(=O)NCCc3ccccc3)[nH]c2c1,-1.0,5.2,3.3,0.9,33.3,.,-1.5,-4.2,0.8,-1.0
COc1c(C)cc(Br)cc1C(=O)Nc1ccc(N2CCN(S(C)(=O)=O)CC2)cc1,1.1,-5.6,.,1.0,-8.9,96.7,2.2,-1.2,2.1,5.1
CC(C)(C)[C@H]1COC(=O)CC/C=C\C[C@@H](CC(=O)N[C@H](CO)Cc2ccccc2)C(=O)N1,-2.4,11.0,2.6,-1.4,0.2,106.0,6.1,-1.1,2.2,-1.1
COc1cc(NC(=O)C2CCCN(S(=O)(=O)c3cnc[nH]3)C2)cc(OC)c1 (centres undefined),-1.7,8.5,-5.7,-0.4,-4.5,103.5,-2.0,-9.1,1.4,0.5
O=c1[nH]c(C2CCN(S(=O)(=O)c3ccc(C(F)(F)F)cc3)CC2)nc2c1nnn2Cc1ccc(F)cc1,0.2,-1.1,-3.5,1.1,1.9,106.9,0.0,-16.9,-4.6,-2.8
COc1cc(OC)cc(C(=O)N2CCN(C(=O)COc3ccc4ccccc4c3)CC2)c1,1.3,-7.0,.,0.9,3.4,95.5,-2.3,-5.5,3.9,-4.8
Cc1ccccc1C(=O)Nc1c2c(nn1C(C)(C)C)CS(=O)(=O)C2,-1.8,9.9,-0.1,1.0,28.7,118.8,-0.3,1.0,-5.9,-0.7
CCS(=O)(=O)N1CCN(c2ccccc2)CC1,-3.8,20.4,2.4,0.1,34.3,95.5,-0.3,-0.8,7.2,0.1

# (continued)
SMILES,OPRM1-OPRD1 ag,MOR-DOR inv ag,Wnt bcat act,LANA DNA inh,Arrestin-AP2 inh,Pemphigus Ab inh,Keap1 Nrf2 FP,Cardiac RTF inh,RTF Ca sens act,V-ATPase pH
CCN(Cc1ccc(Cl)s1)C(=O)c1cccc(OCc2c(C)noc2C)c1,-0.8,2.9,-0.3,-0.8,10.0,102.7,0.9,-6.6,-1.5,3.3
C=CCN(c1ccccc1)S(=O)(=O)c1c(C)[nH]c(=O)[nH]c1=O,-2.3,11.7,-0.7,0.4,-19.0,104.4,-6.1,-4.1,-3.9,-7.0
CN(Cc1ccccc1)C(=O)c1cn(C)c2ccc(S(=O)(=O)N3CCCC3)cc2c1=O,-0.7,3.7,0.3,-0.5,-0.7,105.9,-3.8,-6.5,5.0,0.1
Cc1ccc(C)c(NC(=S)NCc2ccc3[nH]c4c(c3c2)CCCC4)c1,2.6,-15.2,-7.0,-1.3,9.3,95.0,-3.2,-6.5,0.8,5.6
O=C1C=C(c2cc(F)ccc2F)C[C@@H](c2ccc(Cl)cc2)C1,3.1,-17.7,-1.0,1.8,23.6,100.4,5.0,-1.6,-0.3,-5.4
O=C(c1ccc(Cl)cc1Cl)N1CCOCC1,-2.4,11.5,-2.6,-1.9,-5.2,111.0,-2.5,-9.5,-4.0,-1.2
CC(=O)c1ccccc1OCc1ccc(C(=O)c2ccccc2)cc1,0.9,-4.4,-2.0,2.6,-8.6,111.2,-4.6,0.5,-4.4,-1.9
CCC(=O)N(Cc1c(C)nn(-c2ccccc2)c1Cl)c1ccc(Cl)cc1,-0.1,0.8,-1.2,-0.8,4.4,113.0,0.6,1.7,1.1,-1.4
COc1cc(N2CCCC2)c(OC)cc1/C=C(/C#N)c1ccc(F)cc1,-1.9,10.8,2.6,1.2,19.5,277.0,-3.0,-67.6,13.7,-12.2
c1coc(CSSCc2ccco2)c1,-1.6,6.0,2.7,25.6,3.1,.,-4.1,8.8,-9.7,9.5*
COc1cc(O)ccc1C=O,-0.7,3.7,-0.8,0.4,10.0,96.9,3.3,-3.4,3.6,-2.4
Cc1cccc(N2CCN(C(=O)Cn3nc(Cc4ccncc4)c4ccccc4c3=O)CC2)c1C,2.2,-13.0,-1.8,1.1,17.1,103.0,-5.0,-8.8,19.4,0.6
COc1ccc(-c2nnn3c2nc(NCc2ccccc2)c2ccccc23)cc1,-1.5,9.8,-3.7,2.1,3.0,78.2,-0.5,-10.5,-6.8,-11.6
CSc1ccccc1OCc1cc(C(=O)N2CCc3sccc3C2)no1,0.8,-3.8,-3.0,0.9,12.6,100.7,-6.1,-13.5,2.3,1.6
CC(C)[C@H](NC(N)=O)C(=O)Nc1cccc(S(=O)(=O)NC2=NCCCCC2)c1,-1.3,8.7,-3.8,-1.5,4.6,109.8,-3.4,-5.2,-0.8,2.0
O=c1c2c(-c3cccs3)csc2ncn1-n1cccc1,-0.6,3.5,-2.6,0.9,-8.1,96.6,-3.2,2.3,-2.8,-7.8
Cc1cc(C)c2c(=O)[nH]n(C3CCCCCC3)c2n1,-1.5,7.7,-2.2,-1.2,7.9,99.2,-3.8,5.5,0.5,-0.3
Cc1cc(C)c(S(=O)(=O)Nc2c(C)n(C)n(-c3ccccc3)c2=O)cc1[N+](=O)[O-],-0.2,0.8,-3.9,1.2,-15.9,99.2,-2.2,-7.5,-0.6,-0.9
O=C(O)c1ccc2cccc(Cl)c2c1O,4.3,-24.8,.,0.1,4.7,107.2,-7.4,-0.2,0.8,1.2
O=C(Cc1ccc(-n2c(=O)c3sccc3n(Cc3ccc(F)cc3)c2=O)cc1)NCc1ccco1,1.3,-7.4,-8.3,-0.1,7.6,93.5,-1.4,-11.9,6.3,6.4
C=C(C)C1CC=C(C)/C(=N/Nc2ccccc2[N+](=O)[O-])C1 (centres undefined),-3.1,15.2,.,-1.4,0.5,107.7,-1.1,-0.6,5.0,5.0
O=C(CCCC(=O)OCC(=O)c1ccc(Cl)cc1Cl)Nc1cc(C(F)(F)F)ccc1Cl,-5.8,24.0,.,-1.4,-1.1,111.9,-3.3,8.8,-3.0,0.3
O=C(Cn1cc(C(=O)c2cccs2)c2ccccc21)NCc1cccs1,-2.4,14.1,21.9,-0.5,26.3,85.3,1.1,6.8,2.5,1.0
CC(C)CS(=O)(=O)C1=NN2C(=N)/C(=C\c3ccc(OC(=O)c4ccco4)cc3)C(=O)N=C2S1,-1.9,9.8,2.4,-1.1,1.0,97.9,-11.4,-6.6,-4.0,-3.4
Cc1cc(OCCCn2ccnc2)cc(C(C)C)c1,0.7,-3.3,-2.0,-1.2,19.1,114.4,-4.3,-2.5,-0.5,-3.9

# Next records
SMILES,OPRM1-OPRD1 ag,MOR-DOR inv ag,Wnt bcat act,LANA DNA inh,Arrestin-AP2 inh,Pemphigus Ab inh,Keap1 Nrf2 FP,Cardiac RTF inh,RTF Ca sens act,V-ATPase pH
COc1ccc(/C=N/NC(=O)c2ccn[nH]2)cc1Cn1cc([N+](=O)[O-])cn1,-3.6,19.0,0.0,1.5,-7.1,105.2,-3.2,7.7,-0.3,3.2
CCOC(CNC(=O)c1ccc2c(c1)ncn2-c1ccc(F)c(F)c1)OCC,0.2,-1.8,-6.6,1.2,-2.0,86.6,2.6,8.7,-1.8,-2.5
Cc1ccc(C)c(SCC(=O)Nc2cccc(S(=O)(=O)NC3=NCCCCC3)c2)c1,-1.0,4.9,.,0.8,5.8,86.0,0.4,1.2,1.0,1.6
Cc1onc(-c2c(F)cccc2Cl)c1C(=O)NCc1ccccc1,-3.3,15.5,-0.2,-0.6,-4.2,105.5,-0.3,-1.2,-5.2,0.1
C[C@H](NC(=O)c1nc[nH]c1C(=O)N[C@@H](C)c1ccccc1)C(=O)OC(C)(C)C,7.1,-41.1,0.4,-0.7,5.2,99.2,-3.5,2.4,-6.2,-2.9
O=C(NCCN1CCOCC1)/C(=C/c1ccccc1)NC(=O)c1ccccc1,-2.3,14.6,0.4,-0.9,-2.1,99.5,-6.7,-5.5,0.5,1.0
COc1ccccc1NC(=O)/C(C#N)=C/c1c(C)nn(-c2ccc(F)cc2)c1Cl,0.0,0.2,-3.2,-0.4,8.0,86.3,-4.1,4.5,-1.1,-6.0
CCN1C(=O)C2(C(C#N)=C(N)Oc3n[nH]c(-c4ccc(Cl)cc4)c32)c2ccccc21 (centres undefined),7.0,-30.4,-5.9,-0.2,-5.4,91.5,-2.7,-5.3,3.5,2.1
Cc1ccc(CN(C(=O)c2ccco2)C(C(=O)NC2CCCC2)c2cccnc2)cc1 (centres undefined),-4.4,19.9,-0.3,0.4,-10.6,.,2.7,-4.4,6.3,-3.2
O=C(COc1ccc(=O)n(-c2ccccc2)n1)Nc1ccccc1,0.8,-4.4,-0.7,-0.2,2.9,103.0,-8.4,-2.1,-1.5,-4.5
O=C(O)c1cccnc1-c1ncccc1C(=O)O,-2.2,11.7,.,2.2,3.8,82.1,-2.2,4.4,6.1,7.5

# Not a hit list. Share with any hit: about 3.1%.
